PAX8 reporter – lowers PAX8-driven luciferase in RMG-I cells. RMG-I TPO-luciferase reporter, SteadyGlo, 24 h. inhibition, % at 12.6 µM. hit rate 1.2% among 360,000. AID 652154;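 active means mean replicate inhibition at least 60% with every replicate also reaching 60%; inconclusive means only one of the two criteria is met; inactive means mean below 60% and not all replicates reaching 60%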;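 further: luciferase light reporting Pax8 driven TPO promoter activity; plate controls were median of neutral control wells for no effect and mitoxantrone controls for full effect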
LGR2 antag – Drosophila LGR2 receptor signaling inhibition | HEK293 LGR2, CRE-luciferase, bursicon-stimulated, 4 h | inhibition, % at 9.99 µM | hit rate 0.35% among 380,000 | AID 720647;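 active means drop in luminescence signal, shown as inhibition above about 50% in the replicate tests, limit read from the data, passing the limit was not always enough; inconclusive means probably only some replicates passing the limit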;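 further: agonist challenge used bursicon conditioned medium at about half maximal strength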
GSIS activator – primary screen for activators of insulin secretion dependent on glucose, INS-1E cells, GLuc reporter luminescence; activation, % at 16.6 µM; hit rate 0.61% among 370,000; INS-1E GLuc reporter insulin secretion, 2-3 h;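 active means lowest replicate activation of at least 40%, so every replicate reaches that level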;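 further: 0% = median of neutral control wells and 100% = median of IBMX positive control wells; some compounds called inactive have numbers as strong as hits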
* marks the source's active call; other numbers are inactive results; ? = inconclusive; & = joins results of further samples.

cpd	SMILES	PAX8 reporter	LGR2 antag	GSIS activator
1	O=C(NC1CCCCC1)C(c1ccc(C(F)(F)F)cc1)n1c(=O)c(-c2ccccc2)nc2ccccc21 (configuration not stated)	-5	-1	-2
2	CC1CN(C(=O)C(C)N2CCN(c3ccccc3Cl)CC2)CC(C)O1 (configuration not stated)	1	15	9
3	CCCCNC(=O)C[C@@H]1C[C@@]2(C(=O)OCC)CCC=C2N(Cc2ccc3c(c2)OCO3)C1=O	19	0	-34
4	S=c1[nH]c2ccc(Cl)cc2s1	17	-4	-44
5	CCOc1ccc(CCN2C(=O)C(=O)N([C@@H](CC(C)C)CN3CCC[C@H]3CN3C(=O)C(=O)NC[C@@H]3Cc3ccccc3)C[C@@H]2Cc2ccc(O)cc2)cc1	-21	11	4
6	COC(=O)C1=C(C)N(C)C(=NCc2ccc3c(c2)OCO3)NC1c1cccc(Cl)c1 (configuration not stated)	-16	1	-37
7	CC(NC(=O)COC(=O)/C=C/c1cccc(C(F)(F)F)c1)c1ccccc1 (configuration not stated)	-8	2	-20
8	OC(c1ccccc1)(c1ccccc1)C1CCN(CCCOc2ccncc2)CC1	-23	7	-13
9	CCOC(=O)[C@]12CCCC=C1N(Cc1ccco1)C(=O)[C@H](CC(=O)N1CCN(C(=O)c3ccco3)CC1)C2	45	-21	-10
10	COc1cccc(CN2CCCC(C(=O)c3ccc4c(c3)OCO4)C2)c1OC (configuration not stated)	3	17	7
11	Cc1c(C(=O)O)sc(S(=O)(=O)N2CCNCC2)c1C(=O)O	16	-5	26
12	CCOC(=O)C1=CCN(S(=O)(=O)c2ccc(Cl)cc2)C1c1cccc(Br)c1 (configuration not stated)	14	12	-4
13	COC(=O)C[C@@H]1C=C[C@H](NC(=O)Cc2ccccn2)[C@@H](CO)O1	-4	-5	64*
14	COc1cccc(CNC(=O)[C@H]2CCCN2C(=O)[C@H]2CCCN2C(=O)C2CCCCC2)c1	9	-13	5
15	COc1cc(C(=O)O/N=C2\C=CC(=O)C=C2C)cc(OC)c1OC	-2	13	-2
16	COC(CNC(=O)CSCc1nc(-c2ccc(SC)cc2)oc1C)OC	0	7	-8

Overlap with the part before: two compounds, then new ones.
cpd	SMILES	PAX8 reporter	LGR2 antag	GSIS activator
15	COc1cc(C(=O)O/N=C2\C=CC(=O)C=C2C)cc(OC)c1OC	-2	13	-2
16	COC(CNC(=O)CSCc1nc(-c2ccc(SC)cc2)oc1C)OC	0	7	-8
17	COc1ccc(C(=O)C2CCCN(C(=O)c3ccccc3C(C)=O)C2)cc1F (configuration not stated)	-29	-4	-14
18	CCc1cc[n+](-c2nc3ccccc3nc2[N-]S(=O)(=O)c2ccc(Br)s2)cc1	24	-5	-4
19	COc1ccc(OC)c(S(=O)(=O)Nc2ccc(-c3ccc4nnc(C)n4n3)cc2)c1	10	-14	-8
20	CCCC(=O)N1CC2(CCN(C(=O)C3CC3)CC2)c2c(n(C)c3cc(OC)ccc23)[C@@H]1CO	-4	9	4
21	Nc1ccn([C@@H]2O[C@H](C(=O)N[C@H]3CCCCNC3=O)[C@@H](O)[C@H]2O)c(=O)n1	-2	0	17
22	C/C(=C\c1ccccc1)C(=O)NCc1ccco1	-19	-3	66
23	Nc1nc2c(-c3ccc([N+](=O)[O-])cc3)nnn2c2ccccc12	-249	-58	0
24	COc1ccc(N(C)S(=O)(=O)c2cccc(C(=O)NC3CCCC(C)C3C)c2)cc1 (configuration not stated)	1	20	-30
25	O=C(CSc1nnnn1-c1ccccc1)NC1CCCc2ccccc21 (configuration not stated)	-4	-16	-13
26	CC(C)NC(=O)OC1CC2CC1[C@H]1CCCCN1C2=O (some centres not stated)	-22	0	10
27	COC(=O)[C@@]1(Cc2ccccc2)[C@H]2c3cc(C(=O)N4CCCC4)n(Cc4ccsc4Br)c3C[C@H]2CN1C(=O)c1ccccc1	16	18	-26
28	O=C1NCCCC1C(=O)N/N=C/c1cccc(O)c1 (configuration not stated)	9	-9	41
29	Cc1ccc(OCC(=O)NC(C)c2ccccc2)c([N+](=O)[O-])n1 (configuration not stated)	0	-22	38
30	CC(=O)CC1c2cc(F)ccc2C=C(c2ccsc2)N1c1ccc(C#CC2(O)CCCCC2)cc1 (configuration not stated)	25	-23	-6
31	CCOC(=O)[C@]12CCCC=C1N(Cc1ccco1)C(=O)[C@H](CC(=O)N1CCOCC1)C2	-12	-16	37
32	Clc1cccc(OCc2nc(-c3ccncc3)no2)c1	-45	-42	-5

Reformatted in transposed form: part of the list above.
11: Cc1c(C(=O)O)sc(S(=O)(=O)N2CCNCC2)c1C(=O)O
10: COc1cccc(CN2CCCC(C(=O)c3ccc4c(c3)OCO4)C2)c1OC (configuration not stated)
24: COc1ccc(N(C)S(=O)(=O)c2cccc(C(=O)NC3CCCC(C)C3C)c2)cc1 (configuration not stated)
27: COC(=O)[C@@]1(Cc2ccccc2)[C@H]2c3cc(C(=O)N4CCCC4)n(Cc4ccsc4Br)c3C[C@H]2CN1C(=O)c1ccccc1

entry no.,11,10,24,27
PAX8 reporter,16,3,1,16
LGR2 antag,-5,17,20,18
GSIS activator,26,7,-30,-26

Additional compounds.
cpd	SMILES	PAX8 reporter	LGR2 antag	GSIS activator
33	CC1(C(=O)NCc2ccccc2)CSCC(=O)N1Cc1ccco1 (configuration not stated)	-10	3	-4
34	C#CCN1CC(COc2ccccc2)Oc2cccc(Oc3ccc(C(C)C)cc3)c2S1(=O)=O (configuration not stated)	19	3	-37
35	CC(C(=O)N1CCN(Cc2ccc3c(c2)OCO3)CC1)c1ccc([N+](=O)[O-])cc1 (configuration not stated)	-5	1	-13
36	Cc1cc(NC(=O)OC(C)(C)C)c(-n2nnnc2C(C(=O)c2ccc3c(c2)OCO3)N2CCN(c3ccccn3)CC2)cc1C (configuration not stated)	31	-51	14
37	CCCCn1nnnc1C(c1cc2ccccc2o1)N1CCCCC1 (configuration not stated)	21	11	-1
38	C#Cc1ccccc1OCCCN1CCC(C(O)(c2ccccc2)c2ccccc2)CC1	-3	16	-33
39	COCCN(C(=O)COC(=O)c1ccc(Br)o1)c1c(N)n(Cc2ccccc2)c(=O)[nH]c1=O	-10	0	3
40	COc1ccc2c3c([nH]c2c1)[C@H](CO)N(Cc1nccs1)CC31CCN(C(=O)C2CCCC2)CC1	11	4	-6
41	NC(=O)c1c(N)[nH]c(C(=O)c2ccccc2)c1-c1ccccc1Cl	-58	-20	4
42	Cc1nc(N2CCC(C)CC2)c2c(C)c(C(=O)Nc3cccc(C(F)(F)F)c3)sc2n1	-11	16	-4
43	CC(C)CC1NC(=O)c2ccc(Cl)cc2-n2c1nc1ccc(Cl)cc1c2=O (configuration not stated)	27	12	4
44	COC(=O)c1c(-c2ccc(C)cc2)csc1NC(=S)NC(=O)c1ccc(F)cc1	-38	-3	5
45	CC(=O)N1CCC(c2nc3ccccc3n2C(C)C(=O)NCc2ccccc2)CC1 (configuration not stated)	8	-10	7
46	O=C(/C=C/c1cccs1)Nc1ccc(Br)cn1	-22	-70	14
47	C[C@H](CO)N1C[C@H](C)[C@H](CN(C)C(=O)Nc2cccc(Cl)c2Cl)OCc2ccccc2-c2c(n(C)c3ccccc23)C1=O	37	26	-4
48	O=C(Cn1nc(-c2ccccc2)ccc1=O)Nc1cccc(NC(=O)c2ccccn2)c1	3	-1	20
49	N#Cc1ncn(C2OC(CO)C(O)C2O)c1N (configuration not stated)	-14	11	-7
50	Cc1ccccc1-n1nnnc1SCC(=O)c1c(N)n(C2CC2)c(=O)[nH]c1=O	20	-18	6
51	CC(C)CNc1cccc2c1S(=O)(=O)N[C@@H](Cc1ccccc1)CO2	5	30	-6
52	O=C(Nc1ccn(C2CCC(CO)O2)c(=O)n1)c1ccccc1 (configuration not stated)	-16	21	-3
53	CCCc1nc2cc(C)c(Br)c(C)n2c1Cc1ccsc1	1	-9	0
54	COc1ccc(CCN2C(=O)CCC2(C)c2nnnn2-c2c(C)cccc2C)cc1OC (configuration not stated)	-10	-7	2
55	CCCN1[C@@H]2Cn3c(ccc(-c4ccccc4OC)c3=O)[C@H]1[C@@H](C(=O)N1CCOCC1)[C@@H]2CO	-2	6	1
56	Cc1ccc2oc(Nc3nc(-c4ccccc4)cc(=O)[nH]3)nc2c1	-27	9	-2

GSIS activator: entries above that show a hit.
entry | SMILES | LGR2 antag | GSIS activator
13 | COC(=O)C[C@@H]1C=C[C@H](NC(=O)Cc2ccccn2)[C@@H](CO)O1 | -5 | 64*

Other results.
cpd	SMILES	PAX8 reporter	LGR2 antag	GSIS activator
57	COC(=O)[C@@]12C[C@@H](CC(=O)NCC3CCCCC3)C(=O)N(Cc3ccco3)C1=CCC(C)(C)C2	-12	13	-35
58	CCCCC[C@H](C)N1C[C@H](COCc2ccccc2)Oc2cc(N3CC[C@H](N(C)C)C3)ccc2S1(=O)=O	10	-24	3
59	O=C(NCC1CCCO1)c1cc2c(=O)[nH]c3ccccc3c2s1 (configuration not stated)	-18	-28	-7
60	Nc1[nH]c(C(=O)c2ccc(Br)cc2)c(-c2ccc(F)cc2)c1C(=O)NCCc1c[nH]c2ccccc12	8	10	-45
61	Cn1c(-c2ccccc2)c(Sc2ccccc2)c2cc(-c3ccc4cc[nH]c4c3)ccc21	13	-21	28
62	CCCCNC(=O)C[C@@H]1C[C@@]2(C(=O)OC)CC(C)(C)CC=C2N(Cc2ccco2)C1=O	-10	6	-10
63	CCOC(=O)[C@]12CCC=C1N(Cc1ccc3c(c1)OCO3)C(=O)[C@H](CC(=O)N1CCN(C(=O)c3ccco3)CC1)C2	7	26	-14
64	CN(Cc1ccccc1)C(=O)c1ccccc1NC(=O)C1CC1	13	9	9
65	CCCCn1nnnc1C1(C)CCC(=O)N1CCCN1CCOCC1 (configuration not stated)	-11	3	3
66	CC(C)CN1C(=O)CSCC1(C)C(=O)NC(C)C (configuration not stated)	-26	3	-6
67	COc1ccc2c3c(n(C)c2c1)[C@H](CO)N(C(=O)C1CC1)CC31CCN(C(=O)Nc2cccc(F)c2)CC1	9	-13	-8
68	COc1ccc(CNC(=O)CSc2nnc3nc(C)cc(C)n23)cc1OC	-6	?	2
69	CCOC(=O)N[C@H](C(=O)N1CCC[C@H]1C(=O)NCCc1ccccc1Cl)C1CCCCC1	19	-13	-28
70	CCN1/C(=C\c2ccc3ccccc3[n+]2CC)Sc2cc(C)ccc21	94*	17	-41
71	O=C(NCc1ccccc1)[C@@H]1CCCN1C(=O)[C@H]1CCCN1C(=O)c1ccccc1	2	-28	-16
72	COc1cccc(CNC(=O)[C@@H]2CCCN2C(=O)[C@H]2CCCCN2C(=O)c2cccs2)c1	-11	-1	6
73	O=C(Nc1ccc2c(c1)OCCO2)C(c1ccncc1)n1c(=O)c(-c2cc3ccccc3[nH]2)nc2ccccc21 (configuration not stated)	-153	-101	-35
74	CN(C(=O)CSc1nc2c(cnn2-c2ccccc2)c(=O)[nH]1)C1CCS(=O)(=O)C1 (configuration not stated)	-16	-8	1
75	COc1ccc2c3c([nH]c2c1)[C@@H](CO)N(Cc1cccc(F)c1)CC31CN(Cc2ccccn2)C1	28	3	-1
76	O=C(NC1CCN(Cc2ccccc2)CC1)C(NS(=O)(=O)c1cccc2nsnc12)c1ccccc1 (configuration not stated)	12	-5	-28
77	O=C(NC1CCCCC1)C(c1ccncc1)n1c(=O)c(-c2ccccc2)nc2ccccc21 (configuration not stated)	-23	-15	9
78	COc1ccc(NC(=O)CSc2nc3[nH]ncc3c(=O)n2-c2ccccc2C)cc1OC	-7	21	7
79	O=C(NC1CCCC1)C(c1ccccc1)n1c(-c2cccc3ccccc23)nc2ccccc21 (configuration not stated)	-23	-3	-5
80	CC(=O)Nc1ccccc1NC(=O)C/C(C)=N/NC(=O)c1ccccn1	-16	7	22
81	CCOc1ccc(C(C)=O)cc1Cc1c(O)nc(N)[nH]c1=O	-1	3	-2
82	CC1(c2nnnn2-c2ccc3c(c2)OCCO3)CCC(=O)N1CCOc1ccccc1 (configuration not stated)	-56	3	5
83	Cc1cccc(C(=O)Nc2cccc(Br)c2)c1[N+](=O)[O-]	0	-40	14
84	C=CCN1C(=O)/C(=C/c2ccsc2)SC1=S	15	-23	6
85	C=CCC(=O)N1CCC(n2nccc2NC(=O)c2ccc3c(c2)OCO3)CC1	-12	-22	-2
86	NS(=O)(=O)c1ccc(N2CCOCC2)c(C(=O)NCc2ccc3c(c2)OCO3)c1	5	6	14
87	COCCNC(=O)C1C(=O)Nc2ccccc2C(=O)N1C1CCCC1 (configuration not stated)	0	-5	16
88	O=C(O)C1(C(=O)O)CCC2(CCCCC2)CC1	15	22	-7
89	O=S(=O)(NCC[C@@H]1CC[C@H](NS(=O)(=O)c2cccc(F)c2)[C@@H](CO)O1)c1cccc(F)c1	-7	-6	11&-5
90	CC(C)C(C(=O)NCc1ccccc1)N1CCN(C(=O)C2CCCO2)CC1 (configuration not stated)	-1	-15	-1
91	CN(Cc1ccccc1)C(c1ccnc2ccccc12)c1nnnn1-c1ccc2c(c1)OCCO2 (configuration not stated)	-13	19	-1
92	CC(C)NC(=O)C1(C)CN(S(C)(=O)=O)CC(=O)N1CCc1ccc(O)cc1 (configuration not stated)	-7	9	26
93	COC(=O)C1=C(C)N(Cc2ccccc2)C(=S)NC1c1cccc(OC)c1 (configuration not stated)	-60	1	-20
94	COc1ccc2c3c(n(C)c2c1)[C@@H](CO)N(C(=O)CC1CC1)CC31CCN(C(=O)C2CCCC2)CC1	8	3	-23
95	CCOC(=O)c1sc(Nc2nc3ccc(OC)cc3s2)cc1C	3	-28	-40
96	CC12CCC3c4ccc(OCCCO)c([N+](=O)[O-])c4CCC3C1CCC2=O (configuration not stated)	22	-25	-2
97	O=C(O)/C=C\C(=O)NC1CCCCC1	8	-1	6

Only part of the results is shown. The share of hits here may be higher or lower than overall.
